Screening data: PubChem, several laboratories
VIM-2 inh: blocks Pseudomonas aeruginosa VIM-2 metallo-beta-lactamase; purified VIM-2, nitrocefin hydrolysis, epi-absorbance fluorescence; inhibition, % at 5.6 µM; actives 0.89% (n = 290,000); AID 1527;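 active = inhibition above the mean of all tested compounds plus 3 SD, cutoff set per screening run, cut at about 7.5% in these data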;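 note: red hydrolysis product quenches plate fluorescence so inhibitors raise well fluorescence; 0% = enzyme with DMSO and 100% = DMSO without enzyme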
IMP-1 inhibitor: blocks Pseudomonas aeruginosa IMP-1 metallo-beta-lactamase; inhibition, % at 5.6 µM; purified IMP-1, nitrocefin hydrolysis, epi-absorbance fluorescence; AID 1556; actives 0.45% (n = 290,000);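 active = inhibition above the mean plus 3 SD of all compounds in the same screening run, cut at about 4.5% in these data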;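 note: 0% = IMP-1 with DMSO and 100% = DMSO wells lacking enzyme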
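System: purified IMP-1; amount: IMP-1 0.2 nM before substrate addition; compound: single dose, 5.6 µM; times: 25 °C, 15 min preincubation, 25 min reaction; signal: Epi-absorbance via hydrolysed-nitrocefin quenching of white-plate fluorescence, 480/530 nm, EDTA stop; benchmarks: DMSO with and without IMP-1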
GPR7 antag: human neuropeptides B/W receptor 1 antagonism | actives 1.1% (n = 290,000) | P48145 | GPR7-expressing cells, fluorescence antagonist assay | inhibition, % at 4.4 µM; in the data active = inhibition above about 16%, passing the limit was not always enough;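 note: cells stimulated with the agonist NPW; 0% = agonist with vehicle and 100% = vehicle without agonist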
Target sequence (P48145 whole entry, looked up): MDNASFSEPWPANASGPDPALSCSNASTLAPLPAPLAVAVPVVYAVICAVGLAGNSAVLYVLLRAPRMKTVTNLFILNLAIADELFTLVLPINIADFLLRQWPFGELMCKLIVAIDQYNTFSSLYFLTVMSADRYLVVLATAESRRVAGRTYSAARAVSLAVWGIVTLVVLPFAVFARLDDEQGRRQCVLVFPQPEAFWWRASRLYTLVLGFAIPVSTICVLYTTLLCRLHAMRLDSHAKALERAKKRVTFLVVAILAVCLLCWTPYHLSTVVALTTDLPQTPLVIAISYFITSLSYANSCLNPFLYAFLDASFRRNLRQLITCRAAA
OXTR ag: agonists of human oxytocin receptor; activation, % at 3 µM; P30559; CHO-OTR cells, Fluo-8 calcium fluorescence; normalized: DMSO 0%, oxytocin 100%; AID 2435; actives 0.32% (n = 320,000);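 active = activation above the mean of all tested compounds plus 3 SD, cutoff set per screening run, cut at about 20% in these data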;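 note: peak over basal fluorescence ratio from a 100 s FLIPR kinetic read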
Target sequence (P30559 whole entry, looked up): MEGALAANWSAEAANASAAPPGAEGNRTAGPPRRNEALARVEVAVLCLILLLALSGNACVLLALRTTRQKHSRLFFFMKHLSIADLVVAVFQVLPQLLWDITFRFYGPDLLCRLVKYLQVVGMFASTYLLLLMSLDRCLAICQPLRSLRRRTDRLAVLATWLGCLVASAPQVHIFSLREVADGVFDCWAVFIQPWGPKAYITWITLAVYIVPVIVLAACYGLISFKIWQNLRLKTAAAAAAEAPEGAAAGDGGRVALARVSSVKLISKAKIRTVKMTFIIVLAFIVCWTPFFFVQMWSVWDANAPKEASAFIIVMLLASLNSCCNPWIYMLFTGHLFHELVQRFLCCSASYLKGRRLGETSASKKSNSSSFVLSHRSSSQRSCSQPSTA
V1aR counter: V1a receptor agonism, counter-screen for OXTR agonists. P37288. actives 0.25% (n = 320,000). AID 2797. CHO-V1R cells, Fluo-8 calcium fluorescence, agonist mode; 0% DMSO, 100% 3 nM vasopressin. activation, % at 3 µM;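 active = activation above the mean activation of all tested compounds plus 3 SD, per screening run, cut at about 20% in these data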;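 note: signal is peak over basal fluorescence ratio across a 100 second FLIPR read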
DNA FID counter: counter-screen for HCV NS3 helicase inhibitors: DNA intercalator displacement. DNA fluorescent intercalator displacement, fluorescence. actives 0.17% (n = 290,000). AID 1845. inhibition, % at 7.9 µM; in the data active = inhibition above about 37%;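 note: 0% = vehicle and 100% = reference compound; higher means more ethidium bromide displaced from hairpin DNA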
GalR3 antagonist: blocks the human galanin receptor 3. HEK293 GalR3-CNG cAMP membrane potential fluorescence; galR3 body fused to GalR1 C-terminus. inhibition, % at 3 µM. actives 0.44% (n = 360,000);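 active = inhibition above the screen-wide average plus 3 SD, cut at about 13% in these data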;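 note: forskolin and galanin both at EC90 stimulate the cells; cAMP rise reported by CNG channel membrane potential dye signal; 0% = forskolin plus galanin with DMSO and 100% = forskolin alone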
PHOSPHO1 inh: PHOSPHO1 (human) inhibition | Q8TCT1 | recombinant PHOSPHO1, absorbance phosphatase assay | inhibition, % at 13.3 µM | actives 1.1% (n = 290,000) | AID 1565; in the data active = inhibition above about 60%
Target sequence (Q8TCT1 whole entry, looked up): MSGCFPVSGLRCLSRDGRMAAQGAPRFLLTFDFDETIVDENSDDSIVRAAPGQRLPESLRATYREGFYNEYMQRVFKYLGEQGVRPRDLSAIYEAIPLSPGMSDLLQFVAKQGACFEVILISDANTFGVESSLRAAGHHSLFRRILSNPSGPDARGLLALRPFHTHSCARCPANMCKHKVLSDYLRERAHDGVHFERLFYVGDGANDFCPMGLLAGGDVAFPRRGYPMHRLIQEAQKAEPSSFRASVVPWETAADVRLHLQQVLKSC
HCV NS3 hel inh: blocks Hepatitis C virus NS3 helicase unwinding | NS3 helicase DNA unwinding, Cy5 molecular beacon fluorescence | AID 1800 | actives 0.56% (n = 290,000) | inhibition, % at 10.9 µM;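 active = inhibition above the mean of all tested compounds plus 3 SD, set per campaign, cut at about 35% in these data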;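 note: 0% = DMSO wells and 100% = thioflavine S control wells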
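Control set: DMSO versus 110 µM thioflavine S; Material: NS3 helicase fragment of HCV; Measured by: Cy5 fluorescence at 0 and 60 min, beacon hairpin quenching; Read-out basis: percent inhibition from t60/t0 fluorescence ratio; Times: reaction time 60 min, 25 °C; Repeats: single replicate; Compound dosing: single dose, 10.9 µM nominal final, DMSO 0.8% final.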
Starred values were filed as active, the others as inactive; x = not tested or not shown.

SMILES	VIM-2 inh	IMP-1 inhibitor	GPR7 antag	OXTR ag	V1aR counter	DNA FID counter	GalR3 antagonist	PHOSPHO1 inh	HCV NS3 hel inh
CC1=CC(c2ccccc2)n2nc(N3C(=O)C4CC=CCC4C3=O)nc2N1 (stereo unspecified)	-0.4	-1.7	-7	-0.8	0.7	-9	-5	25	-1
COc1ccc(C2N3CC4(C)CN2CC(C)(C3)C4=O)cc1OC (stereo unspecified)	0.3	0.3	-1	0.1	0.7	-2	-1	-7	0
Cc1cccc(OCC(=O)Nc2ccc(S(=O)(=O)Nc3cc(C)nc(C)n3)cc2)c1	-1.4	-0.8	10	-0.3	0.3	-8	-1	45	0
O=C(/C=C\c1cn(-c2ccccc2)nc1-c1ccc2c(c1)OCCO2)N1CCOCC1	-4.4	-1.5	-3	-1.4	-0.2	-26	-3	18	-18
O=C1CC(c2ccccc2Br)c2cc3c(cc2N1)CCC3 (stereo unspecified)	2.9	-3.6	-8	0.3	0.9	-1	x	5	-1
COC(=O)c1ccc(Nc2cc(C)nc3nc(C)nn23)cc1	7.2	1.6	2	-1.5	-0.1	-2	0	-4	-2
CCNc1nc(SCC(=O)OC)nc(N(C)C)n1	0.8	-0.9	0	1.5	0.7	-10	-2	28	1
CC(C)N(C(=O)CSc1nnc(-c2cc3ccccc3cc2O)n1Cc1ccco1)C(C)C	0.2	-3.2	-7	-1.3	1.4	-34	9	24	12
O=C1c2ccccc2N2C(=O)c3ccccc3C2N1Cc1ccco1 (stereo unspecified)	-0.5	-3.4	6	-2.5	-1.0	-16	x	-4	-2
COc1ccc(C(=O)COC(=O)CN2C(=O)NC(C)(C)C2=O)cc1OC	0.0	-5.0	-10	0.7	0.6	0	-1	-2	3
Cc1ccc(CNC(=O)c2ccc3c(c2)NC(=O)C(N2CCOCC2)S3)cc1 (stereo unspecified)	-3.2	-2.5	-9	1.3	0.9	-35	-8	53	-8
CCOCCCNC(=S)N1CCCN(c2nc3c(C)c(C)ccc3cc2C#N)CC1	-4.6	-3.6	2	x	x	21	-1	-10	-1
COC(=O)CSc1nc(NC(C)C)nc(N2CCOCC2)n1	0.1	-2.4	-13	-0.1	0.7	-10	-3	50	1
COc1ccc(N/C=C/C(=O)C(C)(C)C)cc1	-3.9	-2.1	-17	-0.3	-0.1	-2	-6	41	7
Cc1cccc(NC(=O)CN2C(=O)c3ccccc3C2=O)c1C	-0.1	-1.8	-10	0.2	0.2	-5	-9	32	0
COc1ccc(S(=O)(=O)NCc2ccc(F)cc2)cc1OC	-3.1	-0.5	-5	-0.5	-0.4	-7	-2	25	-1
COc1ccc(CCC(=O)OCC(=O)c2cccc(OC)c2)cc1	-2.5	-2.6	-5	-1.1	-0.9	-17	6	1	-7
COC(=O)Nc1c(C(=O)OC)cc(OC)c(OC)c1OC	-2.2	-1.9	-12	0.1	0.0	-4	0	-6	0
Cc1cc(N=Nc2c(O)c3ccccc3[nH]c2=O)ccc1N=Nc1ccc(C(=O)N(C)C)cc1	-4.5	-3.9	2	x	x	-4	2	27	4
CCn1nccc1C(=O)Nc1cc(Cl)ccc1Cl	0.5	-0.2	-16	-2.6	-1.5	2	-4	-7	0
O=C(Nc1nc(-c2ccccc2)cs1)c1ccc(S(=O)(=O)N2CCc3ccccc32)cc1	-1.8	-4.7	2	-0.1	-0.2	-7	-7	-11	-5
Cc1[nH]c2ccccc2c1N=Nc1ccc(F)cc1	-3.6	-2.5	-8	-0.8	-0.6	12	-3	-39	-8
Cc1ccc(S(=O)(=O)CCC(=O)OCC(=O)Nc2cc(C)on2)cc1	-3.1	-2.4	-5	0.2	5.2	-1	0	-1	-11
CC(NC(=O)c1cc2c(=O)n3ccccc3nc2n(CC2CCCO2)c1=N)c1ccccc1 (stereo unspecified)	0.1	-3.7	0	-0.4	-0.7	1	-9	39	-3
Cc1cc(-c2ccccc2)nc(N(C)NC(=O)c2cccc(C(F)(F)F)c2)c1S(C)(=O)=O	-3.3	-1.9	-8	-0.3	0.1	-4	0	12	-3
Cn1c(SCC(=O)N2CCCCC2)nnc1-c1ccc(S(=O)(=O)N2CCOCC2)cc1	-1.1	-1.7	-3	-0.2	-0.1	-7	-4	1	2
O=C(CS(=O)(=O)c1ccc(C(F)(F)F)cn1)NNC(=O)c1ccccc1	-4.0	-3.4	-10	0.0	-0.6	-7	-3	20	-16
O=C(CSc1nc(-c2ccccc2)cc(=O)[nH]1)N1CCOCC1	1.0	-2.1	-19	1.1	0.5	0	-1	-7	-3
CC(=O)c1ccc(NC(=O)c2ccc(NC(=O)CCS(=O)(=O)c3cccs3)cc2)cc1	-4.0	-3.7	2	4.6	6.2	-4	-4	30	-3
CNc1nc(OC)nc(N2CCOCC2)n1	-2.0	-2.7	-14	0.2	0.9	1	-3	18	2

Whole records, looked up by structure:
O=C(CSc1nc(-c2ccccc2)cc(=O)[nH]1)N1CCOCC1 is listed as VIM-2 inh = 1.0; IMP-1 inhibitor = -2.1; GPR7 antag = -19; OXTR ag = 1.1; V1aR counter = 0.5; DNA FID counter = 0; GalR3 antagonist = -1; PHOSPHO1 inh = -7; HCV NS3 hel inh = -3
Cc1cc(N=Nc2c(O)c3ccccc3[nH]c2=O)ccc1N=Nc1ccc(C(=O)N(C)C)cc1 is listed as VIM-2 inh = -4.5; IMP-1 inhibitor = -3.9; GPR7 antag = 2; OXTR ag = x; V1aR counter = x; DNA FID counter = -4; GalR3 antagonist = 2; PHOSPHO1 inh = 27; HCV NS3 hel inh = 4

Grouped by structure: the entries above with fluorine.
SMILES	VIM-2 inh	IMP-1 inhibitor	GPR7 antag	OXTR ag	V1aR counter	DNA FID counter	GalR3 antagonist	PHOSPHO1 inh	HCV NS3 hel inh
COc1ccc(S(=O)(=O)NCc2ccc(F)cc2)cc1OC	-3.1	-0.5	-5	-0.5	-0.4	-7	-2	25	-1
Cc1[nH]c2ccccc2c1N=Nc1ccc(F)cc1	-3.6	-2.5	-8	-0.8	-0.6	12	-3	-39	-8
Cc1cc(-c2ccccc2)nc(N(C)NC(=O)c2cccc(C(F)(F)F)c2)c1S(C)(=O)=O	-3.3	-1.9	-8	-0.3	0.1	-4	0	12	-3
O=C(CS(=O)(=O)c1ccc(C(F)(F)F)cn1)NNC(=O)c1ccccc1	-4.0	-3.4	-10	0.0	-0.6	-7	-3	20	-16

Further results
SMILES	VIM-2 inh	IMP-1 inhibitor	GPR7 antag	OXTR ag	V1aR counter	DNA FID counter	GalR3 antagonist	PHOSPHO1 inh	HCV NS3 hel inh
Cc1ccccc1CCNC(=O)CCn1nc(C)c2c(C)n(-c3ccccc3)nc2c1=O	-1.1	-2.1	-7	-0.7	-0.2	-44	-5	-1	-4
O=C(c1cc(C2CC2)on1)N1CCN(C(c2ccccc2)c2ccccc2)CC1	-3.4	-2.5	-10	-0.8	-0.4	-2	3	14	0
COc1ccc(OC)c2sc(NC(=O)c3ccc(Cl)s3)nc12	0.9	-1.2	3	-0.3	1.2	2	x	5	5
COc1ccccc1NC(=S)N(CCCN1CCOCC1)Cc1cccs1	-1.2	-1.3	3	-0.8	-0.5	-4	0	4	6
Cc1cccc(-n2c(N)cc(=O)[nH]c2=S)c1C	-3.9	-1.5	-5	1.3	0.2	-3	1	16	-1
N#Cc1ccsc1NC(=O)CN1CCN(c2ccccc2)CC1	-4.8	-1.1	9	-1.0	-0.8	-7	-6	-3	2
COc1ccc(C(=O)Nc2ccc3nc(N4CCCCC4)cc(C)c3c2)cc1OC	-1.4	-1.1	-2	0.0	0.4	7	-10	-1	-17
Cc1ccc(NC(=O)CCC(=O)N/N=C/c2cccs2)cc1	-2.9	-3.0	-10	-1.2	-0.1	-6	-5	-1	17
Cc1cccc(N=Nc2cnc(N)s2)c1	-4.4	-3.9	-5	-0.6	-1.2	2	-3	49	-2
CC(=O)c1cc(-c2ccccc2)n(CC(=O)N2CCC(N3CCCCC3)CC2)c1C	-1.7	-3.9	2	x	x	9	0	-1	-5
CCN(CC)CCCNC(=O)c1ccccc1NC(=O)C1=CSCCO1	0.6	-1.9	-5	1.1	0.7	10	-6	28	0
CN(C(=O)CN(c1ccccc1)S(=O)(=O)c1ccc(F)cc1)C1CCS(=O)(=O)C1 (stereo unspecified)	-1.8	-1.5	-6	-0.2	-0.4	-6	-4	24	2
CN1C(=O)/C(=C/c2cccc(Cl)c2)Sc2ccc(C(=O)N3CCOCC3)cc21	-1.3	-2.9	5	7.3	8.7	-43	0	34	-21
CCC1CCCCN1CCCNC(=O)C1CC(=O)N(CCc2ccccc2)C1 (stereo unspecified)	-2.4	-3.2	-9	0.6	0.5	7	1	32	-2
O=C(O)COCC(=O)NC1CCN(Cc2ccccc2)CC1	2.4	0.5	-12	0.8	1.4	-1	-6	2	10
CCCCn1c(N)c(N(CC)C(=O)c2ccccc2C(F)(F)F)c(=O)[nH]c1=O	-0.4	-1.4	-4	0.7	0.5	-7	-8	24	-2
CCOC(=O)c1ccc2c(c1)nc(SCc1cn3ccsc3n1)n2CC	-2.0	-2.4	-1	-1.9	-0.6	-27	0	33	-13
COc1ccc(NC(=O)/C=C/c2c(Cl)nc3ccccn23)cc1	-2.9	-2.1	-12	-1.6	-1.4	-10	-5	26	12
O=C1CC(c2ccc(Cl)cc2)CC(O)=C1C=NCCO (stereo unspecified)	-2.3	-1.1	3	0.9	-0.1	-6	-11	19	-4
COc1ccc(CNC(=O)c2c(C)oc3c2C(=O)c2ccccc2C3=O)cc1	-1.7	-3.4	-1	0.0	0.5	-4	1	-1	-1
COc1cccc(CNC(=O)c2cccnc2Sc2ccc(Cl)cc2)c1	-3.0	-2.4	-9	-0.1	1.4	-26	-2	23	-7
CC(C)(C)[C@H]1C=C(C(N)=O)O[C@@H](OCCCCO)C1	x	x	x	0.0	0.6	x	-2	27	x
CCOC(=O)c1c(CN2CCN(CCO)CC2)n(-c2ccccc2)c2cc(Br)c(O)cc12	3.5	-3.4	2	13	5.9	12	2	29	-48
COc1ccc2c(c1)C(=O)C(=O)N2CC1COc2ccccc2O1 (stereo unspecified)	-2.4	-0.8	31*	-0.2	-0.3	-5	2	-21	5
COc1ccc(C(=O)O/N=C(\N)Cc2ccc(Cl)cc2)cc1OC	-2.4	-4.8	-8	-0.7	-0.1	-10	-3	6	-3
O=C(COc1ccccc1)Nc1nnc(-c2ccc3c(c2)CCCC3)o1	-2.9	-1.1	-13	-1.1	4.0	-10	1	-2	2
C/C(=N\Nc1ccccn1)c1ccc(OC(F)F)cc1	1.1	-2.0	-12	-1.4	-0.8	-5	-4	-13	-4
